Bioassay records as filed in PubChem.
Nrf2 ARE act: Nrf2 pathway activation. AID 624171. AREc32 ARE-luciferase reporter (MCF7-derived line), luminescence, 24 h. Potency, µM (series often up to 46.1 µM), inactives show at the highest dose activation, hits mostly activators. actives 0.31% (n = 410,000); note: potency is the fitted concentration of half-maximal effect; % of control where 0% means no effect; nearly all actives have a fitted effect of over 65% in size
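Each well held 1000 AREc32 cells, which were incubated with compound for 24 hr at 37 deg C after overnight attachment, and ARE reporter activity was quantified by firefly luciferase luminescence.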
CCT chaperon mod: modulators of cytosolic chaperonin (CCT/TRiC) activity; purified chaperonin ATPase assay, HTRF ADP detection, 30 min; activity change, % (no concentration beside the values), hits read low; actives 0.3% (n = 360,000); AID 651819; in the data active = activity change below about -30%; note: % is set by controls: 0 for no effect and ±100 for the full control effect
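TRiC (40 or 20 nM final, by batch activity) in 30 mM Tris pH 7.4, 100 mM KCl, 5 mM MgCl2, 1 mM DTT was treated with compound at 76 uM single dose, then 10 uM ATP, 30 min at 37 °C. ADP was read by HTRF Transcreener.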
pAkt inh: inhibitors of Akt phosphorylation. actives 0.32% (n = 360,000). activity change, % for hits at 50 µM. AID 651550. Neuro2A IGF-stimulated pAkt S473 HTRF, 20 min; hits give low values; in the data active = activity change below about -80%; inconclusive = mostly about -51% to -80%; note: % is set by controls: 0 for no effect and ±100 for the full control effect
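Neuro2A cells in DMEM with 0.5% FBS, overnight at 37 deg C, given compound at single 50 µM final, then IGF (6 nM final) for 20 min at 37 deg C. Lysed; phospho-Akt Ser473 by HTRF after 24 h, 665/615 ratio.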
Mm-Cpn inhibitor: inhibitors of Methanococcus maripaludis chaperonin (MmCpn) | purified Mm-Cpn ATPase, ADP Transcreener TR-FRET | Potency, µM (top dose mostly 76.9 µM), without a hit: top-dose activity, negative = inhibition, actives largely listed as inhibitors | actives 0.031% (n = 330,000) | AID 504842; note: potency is the fitted concentration of half-maximal effect; % is set by controls: 0 for no effect and ±100 for the full control effect; nearly all actives have a fitted effect of over 80% in size
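TR-FRET (320 nm excitation; 590 and 665 nm emission) reports ADP made from 10 uM ATP by 25 nM enzyme; compounds were preincubated 10 min, reaction run 30 min, both at 37°C.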
Nrf2 block: blocks Nrf2 signaling. Potency, µM (highest dose often 46 µM), without a hit: at the top dose activity change, negative = inhibition, actives largely listed as inhibitors. actives 2.1% (n = 360,000). A549 ARE-Fluc reporter, luciferase luminescence, 18-24 h. AID 504444; note: potency is the fitted concentration of half-maximal effect; % is set by controls: 0 for no effect and ±100 for the full control effect; nearly all actives have a fitted effect of over 60% in size
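Quantitative HTS in A549 cells stably bearing an antioxidant response element-firefly luciferase construct. Inhibition of Nrf2-driven transcription was scored by luminescence after 18-24 h of compound exposure at 37 °C.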
TGFb SMAD3 inh: TGF-b pathway inhibition; actives 1.2% (n = 410,000); HepG2 CAGA-GFP TGF-b/SMAD3 reporter, GFP fluorescence, 18 h; TGF-beta stimulated, 500 pg/mL final; AID 588855; Potency, µM (titrated, usually from 46.1 µM), for the others: at the top dose activity, negative = inhibition, hits mostly inhibitors; note: potency is the fitted concentration of half-maximal effect; % is set by controls: 0 for no effect and ±100 for the full control effect; nearly all actives have a fitted effect of over 65% in size
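Inhibition was scored as loss of TGF-beta-induced (500 pg/mL final, 18 hours, 37 degrees C) GFP in HEPG2 cells carrying a CAGA-GFP reporter, in DMEM with 1% FBS. Well GFP was summed per cell; Activity was normalised to unstimulated and stimulated DMSO wells, then concentration-response fitting.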
A549 tox: counter-screen for Nrf2 inhibitors: cytotoxicity in A549 cells; A549 ARE-Fluc cells, CellTiter-Fluor viability, 18-24 h; Potency, µM (titrated, usually from 46 µM), without a hit: at the top dose activity change, negative = cytotoxicity, actives largely listed as inhibitors; actives 0.16% (n = 390,000); note: potency is the fitted concentration of half-maximal effect; % is set by controls: 0 for no effect and ±100 for the full control effect
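Cytotoxicity counterscreen: CellTiter-Fluor fluorescence was measured in A549 ARE_Fluc cells after 18-24 h of compound exposure in a concentration series. The subsequent BugLite luminescent read reports ARE-luciferase activity.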
HepG2 viability: counter-screen for TGF-b inhibitors: cytotoxicity in HepG2 cells; HepG2 CAGA-GFP viability, ATP luminescence, 18 h; Potency, µM (doses to about 46.1 µM), without a hit: at the top dose activity change, negative = cytotoxicity, hits mostly cytotoxic; actives 0.76% (n = 410,000); note: potency is the fitted concentration of half-maximal effect; some results filed as inactive show a strong effect at the top dose
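CellTiter-Glo luminescence gave cytotoxicity after 18 hours at 37 degrees C. The cells were HepG2 CAGA-GFP in 1% FBS DMEM, stimulated with 500 pg/mL TGF-beta after compound addition. %Activity was normalised to no-cell wells (complete cell-killing) and DMSO (no toxicity), and curves were fitted and classified.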
Abeta yeast res: A-beta toxicity reversal in yeast; yeast expressing A-beta42, growth rescue, OD600, 48 h; response scale: 0% DMSO, 100% iron-clioquinol control; Potency, µM (highest dose often 46.1 µM), for inactives: at the top dose growth rescue, most hits filed as activators; actives 0.063% (n = 410,000); note: potency is the fitted concentration of half-maximal effect; nearly all actives have a fitted effect of over 55% in size
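Growth rescue measured by 600 nm absorbance after 48 h yeast culture at 30 C with compound. Values normalized between DMSO and an equimolar ferric chloride plus clioquinol control.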
Active calls of the source: *; i = inactive; u = inconclusive; x = no result given; [ ] = dose if it differs, or a comment. Unless noted, calls come from the whole dose curve; as a rule, active = well fitted curve in the direction sought with a large enough effect; inconclusive = small, poorly fitted or top-dose-only effect, or another doubt; inactive = no such curve, though single readings can be large; an effect the other way counts as inactive or inconclusive.

SMILES,Nrf2 ARE act,CCT chaperon mod,pAkt inh,Mm-Cpn inhibitor,Nrf2 block,TGFb SMAD3 inh,A549 tox,HepG2 viability,Abeta yeast res
CN(CC(=O)Nc1ccc(OC(F)(F)F)cc1)C(=O)c1ccc(N2CCCC2=O)cc1,-0.2%,0.5,i,0%,2.9µM*,-8%,-6%,-4%,2%
CC(C)C(=O)NNC(=O)CSc1ncnc2c1cnn2-c1ccccc1Cl,2.8%,-7.1,i,-1%,-23%,3%,1%,3%,-3%
O=C(COc1cccnc1[N+](=O)[O-])Nc1cccc(S(=O)(=O)N2CCOCC2)c1,-0.5%,0.3,i,1%,-12%,-2%,0%,-1%,2%
CC1CCC2(CC1)NC(=O)N(CC(=O)N1CC(C)CC(C)C1)C2=O (stereo not given),-0.6%,-5.3,i,-2%,4%,-6%,10%,3%,0%
Cc1ccc(C2NC(=O)Cc3ccccc32)cc1 (stereo not given),1.9%,-1.0,i,-1%,-20%,-14%,-1%,-25%,u
Cc1noc(C)c1-c1ccc(C(=O)NCc2cccc(Cl)c2)c2occc12,18%,0.3,i,x,x,22%,x,-29%,2%
CSc1ccccc1NC(=O)CSCc1ccccc1Br,0.7%,-1.5,i,0%,-9%,-6%,8%,0%,-6%
CCc1ccccc1OCC(=O)Nc1ccc(F)c(S(=O)(=O)N2CCOCC2)c1,2.1%,0.8,i,1%,-10%,-9%,-2%,-1%,1%
CCc1noc(C)c1C(=O)N(C)CC(=O)Nc1cccc(OC)c1,-0.6%,0.9,i,1%,6%,-1%,6%,-1%,-11%
COc1ccc(OC)c(C(=O)NC(CC(N)=O)c2ccc(NCCOc3ccccc3)c([N+](=O)[O-])c2)c1 (stereo not given),0.5%,-1.4,i,1%,-7%,0%,-5%,-1%,-15%
CS(=O)(=O)c1nc(S(=O)(=O)c2ccc(Cl)cc2)c(N2CCCCC2)s1,u,-2.0,i,3%,-21%,2%,-11%,2%,18%
CC1CCCCC12NC(=O)N(CC(=O)Nc1ccc(S(=O)(=O)Nc3ncccn3)cc1)C2=O (stereo not given),0.6%,-5.7,i,-2%,7%,12%,-1%,2%,-24%
CN(CC(=O)Nc1ccc(Cl)c(Cl)c1)C(=O)CNC(=O)C1CCCCC1,0.4%,1.0,i,0%,10%,u,1%,-20%,u
O=C(COC(=O)/C=C/c1ccco1)NCc1ccccc1Cl,u,-0.1,i,0%,3%,-3%,5%,2%,4%
Cc1ccc(S(=O)(=O)N2CCC(C(=O)NCC3CCCCC3)CC2)cc1,-0.7%,-0.9,i,1%,-18%,-8%,-3%,-8%,11%
O=C(CNC(=O)c1n[nH]c2ccccc12)Nc1ccc(F)c(F)c1F,-0.2%,0.6,i,-8%,6%,10%,-1%,6%,1%
CNc1sc(C(=O)c2cccs2)c(N)c1-c1nc2ccccc2s1,u,-10,i,-4%,u,17%,-21%,-31%,-2%
Cc1ccc(S(=O)(=O)N2CCOCC2)cc1C(=O)Nc1cc(S(=O)(=O)N2CCCCC2)ccc1O,-0.2%,0.3,i,x,0%,u,10%,10%,4%
CC(=O)NC(C)(c1ccccc1)c1nc(-c2cccc(F)c2)cs1 (stereo not given),-0.1%,-1.9,i,x,x,2%,x,-40%,0%
CNS(=O)(=O)c1ccc(C(=O)NCC(=O)NC(C)c2cccs2)cc1 (stereo not given),-0.6%,0.6,i,-2%,4%,13%,1%,-3%,-27%
CC(=O)C1=NN(c2ccccc2)C2(S1)S/C(=C\c1ccccc1)C(=O)N2c1ccccc1 (stereo not given),-0.5%,-1.9,i,1%,u,1%,-15%,1%,16%
CC(C)(C)c1cc(C(=O)NCCN2CCCC2)cc(C(C)(C)C)c1,0.8%,-1.5,i,4%,-11%,-28%,-14%,-35%,0%
Cc1ccc(NC(=O)CCn2nc(C)cc2C)cc1,0.0%,0.2,i,-1%,0%,2%,3%,-2%,-12%
CCOC(=O)CN/C=C(\C#N)c1ccc(F)cc1,-0.2%,-1.4,i,1%,0%,-1%,4%,4%,16%
Cc1ccc(SCC(=O)c2sc(-c3ccccc3)nc2C)cc1,1.8%,-2.9,i,-15%,x,0%,11%,0%,8%
CC1CCC(C(C)C)C(=O)/C1=C\c1ccc(NC(=O)CCC(=O)O)cc1 (stereo not given),0.3%,-2.9,i,2%,7%,10%,-8%,10%,4%
COc1ccc(S(=O)(=O)N2CCC(c3nnnn3-c3ccccc3)CC2)cc1OC,4.3%,x,x,x,u,-17%,-10%,-17%,-23%
COc1ccc(-c2nc(S(=O)(=O)c3ccccc3)c(N3CCOCC3)o2)cc1,-0.2%,-2.1,i,-6%,-16%,-19%,4%,-33%,-7%
Cc1ccc(-c2nc(CS(=O)(=O)CC(=O)N3CCN(c4cccc(C)c4C)CC3)c(C)o2)cc1,-0.3%,x,x,x,21%,u,3%,-13%,-13%
O=C1CCC/C(=N/NC(=O)c2cc(NS(=O)(=O)c3cccs3)cc(NS(=O)(=O)c3cccs3)c2)C1,-0.4%,-1.6,i,-1%,-13%,-11%,1%,-60%,-25%
CC(CN1CCN(C)CC1)OC(=O)c1ccc(Cl)cc1Cl (stereo not given),-0.5%,-0.4,i,x,7%,2%,10%,-4%,-21%
NS(=O)(=O)c1ccc(NC(=S)NNC(=O)c2ccc(Br)o2)cc1,2.9%,-3.8,i,-1%,6%,23%,-2%,12%,-12%
Cc1nc([N+](=O)[O-])cn1C(C)C,0.0%,-2.0,i,1%,1%,30%,0%,14%,-17%
CCn1cc(C(=O)NCc2ccccn2)c(=O)c2cc(F)c(N3CCN(C)CC3)cc21,-0.1%,0.6,i,-1%,9%,-10%,6%,-23%,11%
CCOC(=O)C1=C(C)N(Cc2ccc(C(=O)O)cc2)C(=O)NC1c1ccc([N+](=O)[O-])cc1 (stereo not given),0.9%,-1.5,i,-1%,2%,1%,-3%,10%,0%
COc1cc(OC)cc(-c2c(-c3cccs3)c3cc(-c4ccc5[nH]ccc5c4)ccc3n2C)c1,-0.3%,2.7,i,-19%,-21%,-1%,-2%,-2%,5%

Individual results from above.
Under Mm-Cpn inhibitor, CCOC(=O)C1=C(C)N(Cc2ccc(C(=O)O)cc2)C(=O)NC1c1ccc([N+](=O)[O-])cc1 (stereo not given) is listed with -1%
Under TGFb SMAD3 inh, COc1ccc(S(=O)(=O)N2CCC(c3nnnn3-c3ccccc3)CC2)cc1OC is listed with -17%

Next structures follow:
SMILES,Nrf2 ARE act,CCT chaperon mod,pAkt inh,Mm-Cpn inhibitor,Nrf2 block,TGFb SMAD3 inh,A549 tox,HepG2 viability,Abeta yeast res
COc1cccc(N2CCN(C(=O)c3ccc(C)c(NC(=O)c4nsc5ccccc45)c3)CC2)c1,3.8%,x,x,x,x,0%,9%,-6%,-1%
O=C1/C(=C\Nc2ccc(Cl)cc2)CCN1c1ncccn1,5.7%,-0.6,i,-1%,u,19%,-1%,-5%,11%
CC(C)CNC(C(=O)Nc1ccc([N+](=O)[O-])cc1Br)c1ccccc1 (stereo not given),0.7%,2.7,i,1%,u,-11%,6%,-12%,u
Cc1ccc(S(=O)(=O)CCC(=O)OCC(=O)NCC(=O)Nc2cccc(C)c2C)cc1,0.3%,-2.4,i,0%,-12%,0%,-12%,10%,-15%
NS(=O)(=O)c1cc(C(=O)O)cc(N2CCCC2)c1Oc1ccccc1,0.3%,-1.8,i,-3%,2%,34%[activator],-4%,6%,-8%
O=C(NCc1ccc(F)cc1)c1ccc(CS(=O)Cc2ccccc2Cl)o1 (stereo not given),0.3%,-0.2,i,0%,u,u,-3%,-18%,19%
Cc1ccc(SCCNS(C)(=O)=O)cc1,-0.1%,-1.4,i,-1%,18%,8%,2%,-2%,26%
CN1CCCN(C(=O)c2ccccc2Cl)CC1,-0.8%[9.22 µM],1.2,i,2%,7%,-1%,6%,3%,-3%
Cc1cccc(NC(=O)CNC(=O)COc2cccnc2[N+](=O)[O-])c1C,-0.4%,-0.6,i,0%,14%,-2%,2%,-10%,-3%
O=C1C2CCCN2C(c2cccc(F)c2)N1c1cccc(Cl)c1 (stereo not given),-0.5%,0.2,i,-3%,12%,-6%,1%,0%,13%
O=C(CSc1nc(O)c(Cc2ccccc2)c(=O)[nH]1)N1CCOCC1,-0.1%,-0.8,i,0%,20%,4%,-2%,11%,-9%
COCCN(CC(=O)Nc1cccc(C)c1C)C(=O)c1ccc(-n2cccn2)cc1,-0.8%,0.3,i,1%,-1%,2%,9%,7%,8%
CC(C)C[C@H]1CNC(=O)C(=O)N1CC1CCN(CC2CCC(C)CC2)CC1 (stereo not given in full),-0.5%,-0.1,i,x,x,-20%,x,-5%,-18%
NS(=O)(=O)c1ccc(CNC(=O)c2cc(-c3cccnc3)nc3ccc(Cl)cc23)cc1,-0.1%,-0.7,i,-2%,-4%,9%,0%,-7%,7%
CCOC(=O)c1c(C)c(-c2ccccc2)n(CC(=O)NCCCN(CC)CC)c1C,0.2%,-0.7,i,-2%,6%,-15%,4%,-23%,-8%

Three of the entries above in order of their number in Mm-Cpn inhibitor, descending.
molecule | Nrf2 ARE act | CCT chaperon mod | pAkt inh | Mm-Cpn inhibitor | Nrf2 block
CC(C)CNC(C(=O)Nc1ccc([N+](=O)[O-])cc1Br)c1ccccc1 (stereo not given) | 0.7% | 2.7 | i | 1% | u
NS(=O)(=O)c1ccc(CNC(=O)c2cc(-c3cccnc3)nc3ccc(Cl)cc23)cc1 | -0.1% | -0.7 | i | -2% | -4%
O=C1C2CCCN2C(c2cccc(F)c2)N1c1cccc(Cl)c1 (stereo not given) | -0.5% | 0.2 | i | -3% | 12%
